# Compound activity deposited in PubChem by NMMLSC.
# Rab7 wt modul – modulators of GTP binding to Rab7, primary screen, biochemical, wildtype, multiplex bead flow cytometry; Rab7 GTPase wild type (dog), Bodipy-FL-GTP binding; GST-Rab7 beads, fluorescent GTP binding; actives lie on both sides; untreated = 100%, excess cold GTP = 0%; GTP binding activity (percent of control), % at 10 µM; 190,000 compounds, 0.055% hits;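 active = fluorescent GTP binding to Rab7 beads changed by at least 20 points from the 100% baseline, either direction, mostly lower; inconclusive = compound itself probably fluorescent, or too few beads counted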;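 also: median green fluorescence of bound Bodipy-FL-GTP per Rab7 bead population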
# Bim-Bcl-B – inhibitors of Bim-Bcl-B binding, primary screen, biochemical, multiplexed, human Bcl-2 family; inhibition, % at 10 µM; 190,000 compounds, 0.073% hits; Bcl-2-like protein 10 (Homo sapiens), Q9HD36; bead-based flow cytometry, Bim peptide-Bcl-B binding;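 also: 0% = tracer peptide without compound and 100% = reference inhibitor peptide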
# Target sequence (Q9HD36 whole entry, looked up): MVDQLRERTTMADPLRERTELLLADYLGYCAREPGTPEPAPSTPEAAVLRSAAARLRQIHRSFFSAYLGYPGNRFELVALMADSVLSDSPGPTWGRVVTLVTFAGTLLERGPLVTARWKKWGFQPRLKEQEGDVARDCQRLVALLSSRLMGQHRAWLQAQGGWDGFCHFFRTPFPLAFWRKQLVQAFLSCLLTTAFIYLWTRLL
# HRas wt GTP – modulators of GTP binding to HRas wildtype, primary screen, biochemical, bead-based flow cytometry, multiplex | GTPase HRas (Homo sapiens), P01112 | GST-Ras wt beads, Bodipy-FL-GTP binding; actives lie on both sides | GTP binding activity, % at 10 µM | 190,000 compounds, 0.14% hits;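 active = GTP binding activity at least 20% away from the 100% baseline, either lowered as inhibitor or raised as activator; inconclusive = flagged as likely green fluorescent, judged across all proteins in the well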;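 also: 0% = unlabeled GTP competition control and 100% = no-compound control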
# Target sequence (P01112 whole entry, looked up): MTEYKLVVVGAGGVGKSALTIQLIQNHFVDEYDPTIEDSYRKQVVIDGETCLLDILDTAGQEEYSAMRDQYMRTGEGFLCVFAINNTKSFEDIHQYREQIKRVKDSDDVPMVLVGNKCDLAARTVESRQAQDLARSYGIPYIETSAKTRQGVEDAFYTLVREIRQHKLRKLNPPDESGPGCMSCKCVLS
# Bim-Bcl-XL – inhibitors of Bim-Bcl-XL binding, primary screen, biochemical, multiplexed, bead flow cytometry, human Bcl-XL; Bcl-2-like protein 1 (Homo sapiens), Q07817; Bim peptide-Bcl-XL binding, fluorescence; inhibition, % at 10 µM; 190,000 compounds, 0.04% hits; AID 1007, 2008
# Bcl-W Bim block – inhibitors of Bim binding to Bcl-W, primary screen, biochemical, multiplexed, bead-based flow cytometry. Bim peptide-Bcl-W binding. inhibition, % at 10 µM. 190,000 compounds, 0.02% hits;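 also: 0% = bound tracer without compound and 100% = peptide blocker; higher means less fluorescent Bim peptide bound to Bcl-W beads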
# Rac1 mut GTP – GTP binding modulators of activated mutant Rac1, primary screen, biochemical, bead-based flow cytometry, multiplex, fluorescent GTP; Ras-related C3 botulinum toxin substrate 1 (Homo sapiens), P63000; GST-Rac1 activated beads; actives lie on both sides; 100% means binding = to untreated wells; percent activity (GTP binding), % at 10 µM; 190,000 compounds, 0.11% hits;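 active = GTP binding at least 20 percentage points away from the 100% baseline, in either direction, so actives lie on both sides; inconclusive = Compound likely fluorescent itself, or too few beads counted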
# Bcl-2 Bim block – inhibitors of Bim-Bcl-2 binding, primary screen, biochemical, multiplexed, human Bcl-2 family; Apoptosis regulator Bcl-2 (Homo sapiens), P10415; Bead-based flow cytometry, Bim peptide-Bcl-2 binding; inhibition, % at 10 µM; 190,000 compounds, 0.06% hits; in the data active = inhibition above about 40%; inconclusive = no clear call, values can overlap the other calls;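 also: 0% = no compound wells with probe peptide and 100% = reference peptide inhibitor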
# Target sequence (P10415 whole entry, looked up): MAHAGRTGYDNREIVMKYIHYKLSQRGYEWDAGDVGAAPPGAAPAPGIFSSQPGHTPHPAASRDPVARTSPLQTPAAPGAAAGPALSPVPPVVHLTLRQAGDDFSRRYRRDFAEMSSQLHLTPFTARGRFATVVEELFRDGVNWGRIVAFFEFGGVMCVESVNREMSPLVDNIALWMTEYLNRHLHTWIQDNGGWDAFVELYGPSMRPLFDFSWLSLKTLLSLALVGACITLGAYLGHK
# Bfl-1 Bim block – inhibitors of Bim binding to Bfl-1, primary screen, biochemical, multiplexed, bead-based flow cytometry. Bcl-2-related protein A1 (Homo sapiens), Q16548. Bim-Bfl-1 binding inhibition. 190,000 compounds, 0.12% hits. inhibition, % at 10 µM;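 also: 0% = wells without compound plus tracer and 100% = blocker peptide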
# Cdc42 wt GTP – modulators of GTP binding to wildtype Cdc42, primary screen, biochemical, multiplex bead flow cytometry, Bodipy-GTP; Cell division control protein 42 homolog (Homo sapiens), P60953; GST-Cdc42 beads; actives lie on both sides; percent activity (GTP binding), % at 10 µM; 190,000 compounds, 0.2% hits; AID 761, 2007;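 active = percent activity GTP binding at least 20 points away from the 100% baseline, either down as inhibitor or up as activator; inconclusive = compound flagged as likely green fluorescent from well-wide comparison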;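 also: median bead fluorescence of bound Bodipy-FL-GTP at 100 nM; 0% = excess unlabeled GTP control and 100% = no compound control; below 100% means less GTP binding so inhibitor and above means activator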
# Target sequence (P60953 whole entry, looked up): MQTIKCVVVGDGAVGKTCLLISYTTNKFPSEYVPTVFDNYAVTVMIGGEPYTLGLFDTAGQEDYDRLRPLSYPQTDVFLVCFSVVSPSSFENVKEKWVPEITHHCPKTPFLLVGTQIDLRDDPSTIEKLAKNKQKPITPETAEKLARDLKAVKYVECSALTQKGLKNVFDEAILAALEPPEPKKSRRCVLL
# Rab2A wt mod – modulators of GTP binding to Rab2A wildtype, primary screen, biochemical, dog, bead-based flow cytometry, multiplex; Ras-related protein Rab-2A (Canis lupus familiaris), P61105; GST-Rab2 wt beads, Bodipy-GTP binding; GTP binding activity, % at 10 µM; 190,000 compounds, 0.19% hits; AID 760, 2007;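 active = GTP binding activity at least 20 points away from 100%, either lowered or raised; inconclusive = signal likely due to the compound's own green fluorescence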;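 also: 0% = beads with excess unlabeled GTP and 100% = no-compound control corrected for plate trend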
# Rac1 wt GTP bind – wildtype Rac1 GTP binding modulators, primary screen, biochemical, GST-Rac1 beads, flow cytometry, multiplex | Ras-related C3 botulinum toxin substrate 1 (Homo sapiens), P63000 | GTP binding activity (% of control), % at 10 µM | 190,000 compounds, 0.27% hits | fluorescent GTP binding; actives lie on both sides; 0 = cold GTP competed, 100 = untreated;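 active = GTP binding activity at least 20 points away from the 100% control level, either lower or higher; inconclusive = compound flagged as likely green fluorescent, judged across all proteins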
# Active calls of the source: *; u = inconclusive. Rule as the data show it, unless noted: active = inhibition above about 40%.
SMILES,Rab7 wt modul,Bim-Bcl-B,HRas wt GTP,Bim-Bcl-XL,Bcl-W Bim block,Rac1 mut GTP,Bcl-2 Bim block,Bfl-1 Bim block,Cdc42 wt GTP,Rab2A wt mod,Rac1 wt GTP bind
Cc1ccc(-n2cccc2/C=C2/C(=N)N3C(=NC2=O)SN=C3S(C)(=O)=O)cc1,106,-5,98,-2,-1,94,-3,-6,95,98,95
N#CCCN(C(=O)COC(=O)COc1ccc(Cl)cc1)c1ccccc1,104,-2,104,-4,0,99,1,-3,98,99,99
CC(=O)Nc1ccccc1-c1nc2ccccc2nc1OCC(=O)c1ccc(Br)cc1,97,-4,100,1,0,99,-1,-9,101,99,107
CCOC(=O)c1sc(=S)n(C)c1NC(=O)c1ccc(F)cc1,99,-47,101,-15,-1,100,-6,19,104,101,103
CCCCOc1ccc(OCCNS(=O)(=O)N(C)C)cc1,98,5,98,3,7,98,6,5,102,99,102
CC(CO)Nc1nc(SCc2ccccc2)nc2sc3c(c12)CCC3 (stereo not given),102,-2,100,0,1,96,0,2,97,98,99
COc1ccc(N2C(=O)CSC23C(=O)N2CCCc4cccc3c42)cc1 (stereo not given),99,-2,101,-2,1,97,-5,-7,101,101,105
O=C(N/N=C/c1cccn1-c1cccc(C(=O)O)c1)Nc1ccccc1,95,0,95,-2,-1,95,1,0,97,92,94
CCOc1cc2[nH]c(=O)n(Cc3ccccc3)c(=O)c2cc1OCC,99,-7,102,0,-6,101,-7,-13,100,103,106
CN1CCN(Cc2c(O)ccc3c2oc(=O)c2ccccc23)CC1,99,-7,99,-6,-6,97,-2,-6,99,99,100

# Retrieved by compound from above (seven):
SMILES,Rab7 wt modul,Bim-Bcl-B,HRas wt GTP,Bim-Bcl-XL,Bcl-W Bim block,Rac1 mut GTP,Bcl-2 Bim block,Bfl-1 Bim block,Cdc42 wt GTP,Rab2A wt mod,Rac1 wt GTP bind
CCCCOc1ccc(OCCNS(=O)(=O)N(C)C)cc1,98,5,98,3,7,98,6,5,102,99,102
CC(=O)Nc1ccccc1-c1nc2ccccc2nc1OCC(=O)c1ccc(Br)cc1,97,-4,100,1,0,99,-1,-9,101,99,107
CN1CCN(Cc2c(O)ccc3c2oc(=O)c2ccccc23)CC1,99,-7,99,-6,-6,97,-2,-6,99,99,100
O=C(N/N=C/c1cccn1-c1cccc(C(=O)O)c1)Nc1ccccc1,95,0,95,-2,-1,95,1,0,97,92,94
CCOC(=O)c1sc(=S)n(C)c1NC(=O)c1ccc(F)cc1,99,-47,101,-15,-1,100,-6,19,104,101,103
CC(CO)Nc1nc(SCc2ccccc2)nc2sc3c(c12)CCC3 (stereo not given),102,-2,100,0,1,96,0,2,97,98,99
Cc1ccc(-n2cccc2/C=C2/C(=N)N3C(=NC2=O)SN=C3S(C)(=O)=O)cc1,106,-5,98,-2,-1,94,-3,-6,95,98,95

# Next part.
SMILES,Rab7 wt modul,Bim-Bcl-B,HRas wt GTP,Bim-Bcl-XL,Bcl-W Bim block,Rac1 mut GTP,Bcl-2 Bim block,Bfl-1 Bim block,Cdc42 wt GTP,Rab2A wt mod,Rac1 wt GTP bind
Cc1ccccc1C(=O)c1cccn1CC(=O)NCc1ccco1,98,-2,102,0,-2,99,-2,-4,104,102,103
CCOc1cc(N2CCOCC2)c(OCC)cc1NC(=O)CN1C(=O)C2C3C=CC(C3)C2C1=O (stereo not given),100,-5,93,0,1,95,-2,-5,98,96,97
CN1CCN(C(=O)c2ccc(CN(c3ccccc3)S(=O)(=O)c3ccccc3)cc2)CC1,103,-7,95,-2,0,94,-5,-4,93,97,97
CC1CC(C)(C)NC(=S)S1 (stereo not given),97,-18,103,-4,-2,99,-3,4,104,102,103
COc1ccc(S(=O)(=O)n2nc(OC(=O)c3cccs3)cc2NC(=O)c2cccs2)cc1,102,-4,95,0,1,92,-3,-4,91,93,96
Cc1ccc(S(=O)(=O)ON=C2CCN(S(=O)(=O)c3ccccc3)CC2)cc1,99,-5,97,-3,0,97,-4,-6,95,97,97
CC1CC1C(=O)Nc1nc(-c2ccccn2)cs1 (stereo not given),99,-29,100,-7,-2,102,-5,3,99,99,102
COc1ccc(CCNC(=O)C2CCCN(c3ncccn3)C2)cc1 (stereo not given),94,-2,100,-3,1,98,-1,-5,98,97,100
O=C1C2CC(O)CN2C(=O)N1c1ccccc1 (stereo not given),105,1,99,0,1,96,0,0,99,100,101
O=C(O)/C=C\C(=O)NCc1ccccc1,101,-4,103,-5,2,101,-5,-10,104,101,106
S=C(N/N=C/c1ccc2ncccc2c1)Nc1ccccc1,u,1,u,-5,-3,u,-2,0,u,u,u
Cc1cc(C)c(S(=O)(=O)N(C)CC(=O)NCc2ccncc2)c(C)c1,93,-3,94,0,-2,95,-1,-4,95,95,99
CC1(C)CC(=O)C2=C(C1)OC(/N=C/N1CCOCC1)=C(C#N)C2c1ccccc1 (stereo not given),99,-6,98,-3,0,98,-10,-11,98,97,102
COC(=O)c1c[nH]n2c(=O)cc(CCl)nc12,101,-3,98,-10,2,96,-1,-7,99,98,96
Cc1ccc(NC2c3ncccc3C(=O)N2C2CCCCC2)cc1 (stereo not given),100,-9,100,0,-2,99,-9,-11,101,100,102
Cc1ccc(-c2c3c(=O)n(C)c(=O)n(C)c3cn2-c2ccccc2O)cc1,98,-2,98,0,-1,96,2,0,99,96,98
O=S(=O)(Nc1ccc(N2CCOCC2)cc1)c1ccc(F)cc1F,98,5,96,-1,-3,93,2,7,93,95,96
CCOC(=O)Cc1csc(NC(NC(=O)OCC)(C(F)(F)F)C(F)(F)F)n1,99,-4,98,-12,-6,98,-7,-9,99,101,98
CCC1CCCCN1C(=O)CCn1ccnc1 (stereo not given),97,5,96,1,1,95,-2,-3,96,97,96
COC(=O)c1cccc(OC(N)=O)c1,101,-5,103,-4,2,102,-3,-13,105,100,107
COc1ccc(C)cc1S(=O)(=O)N(CC(=O)Nc1cc([N+](=O)[O-])ccc1C)c1ccc(C)c(C)c1,98,-2,100,-4,-5,101,0,0,101,98,103
CC(=O)Nc1cc(C(=O)c2ccccc2)ccc1N1CCOCC1,92,-12,97,-7,0,92,-13,-14,98,95,95
COc1ccc(Nc2cc(Cl)nc(N)n2)cc1OC,97,-5,95,-1,-2,97,-1,-9,95,94,98
O=C(/C=C/c1cccc([N+](=O)[O-])c1)NC(=S)Nc1ccccc1C(=O)O,90,-8,90,-3,0,88,-5,0,87,89,86
Cc1ccc(-n2ncc3c(=O)[nH]c(SCC(=O)N4CCOCC4)nc32)cc1,95,-7,97,6,3,97,-4,-8,99,96,97
COc1ccc(/C=C/C(=O)Nc2cc(C)nn2-c2nc3ccccc3[nH]2)cc1,98,-12,100,-11,-7,100,-6,-9,102,101,104
CC(=O)c1nn(-c2ccc(Br)cc2)cc1C(=O)c1ccccc1,100,-8,101,-8,-3,99,-4,-1,101,99,102
CCC(CC)C(=O)OCC(=O)Nc1ccc(S(=O)(=O)N2CCOCC2)cc1OC,97,-34,100,-13,0,99,-19,-12,104,100,105
Cc1ccc(NCN2C(=O)C3C4C=CC(C4)C3C2=O)cc1 (stereo not given),98,-4,98,0,0,101,-2,-1,100,100,100
CCOc1ccc(CCNC(=O)CCc2nc3ccccc3[nH]2)cc1OCC,110,-6,96,0,0,95,-1,-1,96,99,100
COc1ccccc1N1CCN(C(=O)CN(c2ccc(C)c(C)c2)S(C)(=O)=O)CC1,99,-6,99,-1,0,97,-8,-7,97,99,100
CC1(C)C([N+](=O)[O-])C(c2ccc(O)cc2)NC(c2ccc(O)cc2)C1[N+](=O)[O-] (stereo not given),103,-5,102,-9,-5,100,-5,-1,100,100,106
O=C(Cn1cncn1)N/N=C/c1c2ccccc2cc2ccccc12,102,-8,102,-6,-2,101,0,-1,103,102,107
O=C(Nc1ccccc1)Nc1ccccc1-n1ccnc1,104,-1,101,-1,3,96,0,1,97,96,101
COC(=O)/C=C1\OC(c2ccccc2)=CC1=O,101,-9,101,-6,-3,99,0,8,102,100,103
O=C(CCSc1ccc(F)cc1)Nc1ccc(-n2cnnn2)cc1,100,-4,105,-3,-4,101,-2,0,108,106,106
CNC(=S)/N=C/NOCc1ccc(Cl)cc1Cl,94,-3,94,-6,0,97,0,-3,93,95,95
CN1CC(=O)Nc2ccc(F)cc2C1=O,94,-3,94,-2,0,94,-2,0,91,92,95
O=C(CC1SCCNC1=O)Nc1ccc(F)c(Cl)c1 (stereo not given),103,-2,98,-1,0,100,2,-2,97,100,106
O=C(CCc1ccccc1)C(=O)N1CCCC(C(=O)c2cccc(Cl)c2)C1 (stereo not given),98,-1,96,0,1,94,3,-1,96,95,101
NC(=O)NC(=O)COC(=O)CN1C(=O)C2CCCCC2C1=O (stereo not given),98,-1,99,-3,-4,101,-3,-1,104,99,104
CCOc1ncccc1C(=O)Nc1nc(C(C)(C)C)cs1,96,-2,92,-2,-2,93,-1,-5,92,102,93
COc1ccccc1NS(=O)(=O)c1ccc2oc(SCc3ccc(C#N)cc3)nc2c1,99,-8,102,-8,-6,101,-5,-17,105,102,107
CNc1nc(-c2c[nH]c3ccccc23)cs1,94,5,98,28,8,95,7,11,96,95,96
CN1C(=O)c2ccc(C(=O)NC3CCCCC3)cc2C1=O,101,-5,104,-1,0,102,-9,-17,108,102,108
CCC(=O)Nc1ccc(N2CCN(Cc3ccccc3F)CC2)cc1,101,-7,101,-6,5,102,0,-10,102,100,107
COc1cccc(C(=O)NC(=S)Nn2cnnc2)c1OC,102,-27,96,-6,-2,93,-5,2,94,96,97
